Assay outcomes as filed in PubChem BioAssay.
CAL PDZ FP-1 = inhibitors of human CAL PDZ peptide binding; Q9HD26; purified CAL PDZ, TMR-peptide fluorescence polarization, 1 h; inhibition, % at 24.9 µM; actives 0.92% (n = 300,000); AID 602252;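 active means mean inhibition of at least 30% with at least half of replicates also reaching 30%; inconclusive means no clear call, values can overlap the other calls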;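 further: 0% = DMSO neutral control and 100% = excess unlabeled competitor peptide PRC23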
PvdQ inh = blocks Pseudomonas aeruginosa PvdQ acylase activity. purified PvdQ acylase, fluorescence plate reader. inhibition, % at 10 µM. actives 0.063% (n = 340,000); in the data active means inhibition above about 30%, passing the limit was not always enough; inconclusive means no clear call, values can overlap the other calls;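 further: 0% = vehicle neutral wells and 100% = reference inhibitor wells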
CAL PDZ FP-2 = blocks peptide binding to human CAL PDZ domain. purified CAL PDZ, TMR-peptide fluorescence polarization, 1 h. inhibition, % at 20 µM. Q9HD26. actives 0.02% (n = 330,000). AID 504414;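 active means highest replicate inhibition of at least 40%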;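 further: plate controls were DMSO neutral control wells for no effect and unlabeled competitor peptide control wells for full effect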
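Material: tagged CAL PDZ domain; buffer or medium: 25 mM sodium phosphate pH 7.4, 150 mM NaCl, TCEP, IgG, Thesit; compound dosing: single point, 20 µM; schedule: 1 h incubation at room temperature before polarization reading; measured by: FP readout, S and P plane fluorescence; read-out basis: percent inhibition from loss of millipolarization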
MITF TRPM1 HTS = activators of MITF-driven TRPM1 promoter activity in SK-MEL-5 cells | SK-MEL-5 TRPM1-promoter luciferase, 24 h; % of positive control, neutral wells = 0 | activation, % at 12.5 µM | actives 0.75% (n = 300,000) | AID 588334;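 active means mean activation of at least 80% with every replicate also reaching 80%; inconclusive means mean reaches 80% but some replicate falls short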;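 further: 0% = neutral control wells and 100% = parthenolide positive control wells; values of inactives mirror those of a sister screen read the other way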
SR-BI HDL uptake = blocks mouse SR-BI lipid uptake from DiI-HDL. AID 488896. inhibition, % at 12.5 µM. actives 0.96% (n = 320,000). ldlA[mSR-BI] CHO cells, DiI-HDL uptake fluorescence, 3 h. Q61009;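 active means mean replicate inhibition of at least 70% and a set share of replicates each scoring 70 or more; inconclusive means meets just one of the two criteria; inactive means fails both criteria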;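 further: 0% = median of neutral control wells and 100% = median of positive control wells; values of inactives mirror those of a sister screen read the other way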
Target sequence (Q61009 whole entry, looked up): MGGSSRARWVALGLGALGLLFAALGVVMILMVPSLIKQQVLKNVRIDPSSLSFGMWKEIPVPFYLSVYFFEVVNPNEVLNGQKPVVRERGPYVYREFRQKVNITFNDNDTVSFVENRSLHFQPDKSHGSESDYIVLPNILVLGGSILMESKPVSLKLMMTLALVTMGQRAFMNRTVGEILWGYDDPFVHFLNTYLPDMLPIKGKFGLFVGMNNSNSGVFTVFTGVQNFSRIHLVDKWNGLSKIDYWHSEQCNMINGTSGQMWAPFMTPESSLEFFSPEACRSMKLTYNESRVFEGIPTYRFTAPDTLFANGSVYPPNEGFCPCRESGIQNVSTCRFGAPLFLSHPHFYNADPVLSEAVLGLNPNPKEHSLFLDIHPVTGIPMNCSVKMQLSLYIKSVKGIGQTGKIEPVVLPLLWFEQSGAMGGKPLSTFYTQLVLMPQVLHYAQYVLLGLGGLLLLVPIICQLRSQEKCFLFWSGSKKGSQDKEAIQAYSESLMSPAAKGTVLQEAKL
PfHsp90 yeast 2 = inhibits growth of yeast expressing Plasmodium falciparum Hsp90; S. cerevisiae expressing PfHsp90, BacTiter-Glo ATP, 48 h; yeast lacking PDR1 and PDR3 efflux regulators; inhibition, % at 9.4 µM; actives 0.32% (n = 310,000);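 active means every replicate shows inhibition above about 80%, whatever the replicate mean, limit read from the data; inconclusive means mean inhibition reaches the set limit but some replicate falls short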;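 further: 0% = DMSO neutral controls and 100% = 20 µM radicicol positive controls; yeast relying on Plasmodium falciparum Hsp90 in place of its own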
Rtt109 Vps75 = inhibitors of Candida albicans Rtt109/Vps75 histone acetyltransferase; inhibition, % at 34.9 µM; actives 0.16% (n = 330,000); AID 540336; Q5AAJ8; purified Rtt109/Vps75, ThioGlo CoA-SH fluorescence, 4 h;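 active means inhibition of at least 50% in every replicate; inconclusive means best replicate reaches 50% inhibition but some replicates fall short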
Target sequence (Q5AAJ8 whole entry, looked up): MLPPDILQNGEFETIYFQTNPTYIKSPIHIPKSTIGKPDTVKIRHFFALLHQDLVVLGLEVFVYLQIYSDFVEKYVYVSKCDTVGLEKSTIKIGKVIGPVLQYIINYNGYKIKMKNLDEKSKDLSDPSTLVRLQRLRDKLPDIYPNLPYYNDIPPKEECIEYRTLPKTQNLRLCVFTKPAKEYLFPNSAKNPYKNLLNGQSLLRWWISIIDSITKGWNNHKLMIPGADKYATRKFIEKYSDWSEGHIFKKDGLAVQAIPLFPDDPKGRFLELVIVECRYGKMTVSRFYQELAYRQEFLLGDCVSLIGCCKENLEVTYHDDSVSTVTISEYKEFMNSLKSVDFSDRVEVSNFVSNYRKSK
NSD2 inh = NSD2 (human) methyltransferase inhibition; actives 0.54% (n = 310,000); AID 743445; NSD2 peptide methylation, AlphaScreen, 120 min; O96028; inhibition, % at 12.5 µM; in the data active means inhibition above about 50%
SR-BI DiI-HDL act = enhances SR-BI lipid uptake from DiI-HDL; CHO ldlA[mSR-BI] cells, DiI-HDL uptake fluorescence, 3 h; 100 = double the neutral-control signal; activation, % at 12.5 µM; actives 0.096% (n = 320,000); AID 504775;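 active means mean replicate activation of at least 60% and every replicate at or above 60%; inconclusive means mean or all-replicate condition met, but not both; inactive means mean below 60% and not all replicates reaching 60%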;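 further: 0% = median plate neutral-control signal and 100% = twice that signal; values of inactives mirror those of a sister screen read the other way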
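Test system: SR-BI-overexpressing, LDLR-lacking CHO cells. Measured by: DiI fluorescence, bottom read. Medium: Ham's F12 with 0.5% BSA, HEPES 25 mM, pH 7.4. Timing: 3 h uptake period with compound, 37 °C.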
dFosB activator = enhances mouse delta FosB homodimer DNA binding. P13346. purified delta FosB, TAMRA-CDK5 oligo fluorescence polarization; percent of positive-control signal above neutral wells. activation, % at 25 µM. actives 0.99% (n = 340,000). AID 493131;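 active means mean activation above about 17%, with every replicate also reaching it, limit read from the data, passing the limit was not always enough; inconclusive means only one of the two conditions met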;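 further: fluorescence polarization rise as delta FosB binds a TAMRA Cdk5 AP-1 oligo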
* hit, by the source's call; ? = inconclusive; / = not tested or not shown.

SMILES | CAL PDZ FP-1 | PvdQ inh | CAL PDZ FP-2 | MITF TRPM1 HTS | SR-BI HDL uptake | PfHsp90 yeast 2 | Rtt109 Vps75 | NSD2 inh | SR-BI DiI-HDL act | dFosB activator
Cn1cccc1C(=O)NCC(c1ccco1)N1CCCCC1 (stereo unspecified) | -7 | -2 | -0.2 | 22 | -10 | -19 | 0 | 6 | 10 | 1
CC(C)(C)NC(=O)c1sccc1C(=O)O | / | -5 | -0.7 | -12 | -36 | -12 | 8 | 0 | 36 | 0
COc1ccc(-c2cc(C(F)(F)F)n3nc(C(=O)N4CCOCC4)c(Cl)c3n2)cc1 | / | -4 | -1.1 | / | 21 | 0 | -26 | 11 | -21 | -17
CC(C)Oc1cc(O)c2c(=O)c(-c3ccc(O)cc3)coc2c1 | / | -13 | -1.6 | 52 | 9 | -17 | 8 | / | -9 | 12
O=C(Nc1ccccn1)c1ccc(Cl)c([N+](=O)[O-])c1 | 2 | -5 | -0.5 | 3 | -4 | -35 | -9 | 1 | 4 | -6
CC[C@@H](C)C(C(=O)N1CCN(C(=O)OC(C)(C)C)CC1)n1cc(-c2cn([C@@H](C)C(=O)N3CCN(C(=O)OC(C)(C)C)CC3)nn2)nn1 (stereo partly specified) | -3 | 1 | 0.1 | -3 | 6 | -18 | -7 | / | -6 | -4
COC(=O)c1[nH]c2cccc(OC)c2c1NC(=O)CCN1CC(C)CC(C)C1 (stereo unspecified) | -8 | -15 | / | -3 | -12 | 9 | -5 | 0 | 12 | -3
O=C(OCC(=O)N1CCc2ccccc21)[C@@H]1CC(O)CN1S(=O)(=O)c1ccc(Cl)cc1 (stereo partly specified) | -2 | -12 | -2.3 | -7 | 10 | / | -2 | -1 | -10 | -9
Clc1ccccc1/C=N/NC1=Nc2cccc3cccc1c23 | 1 | -1 | 0.9 | 33 | 40 | -10 | 13 | 34 | -40 | -7
CNc1nc(C)c(C(=O)OCC(=O)OC)s1 | -1 | -15 | -0.5 | 11 | -12 | 55 | 7 | 3 | 12 | -5
O=C(CC(c1ccccc1)c1ccccc1)NCC(O)c1ccc([N+](=O)[O-])cc1 (stereo unspecified) | 3 | 6 | -2.2 | 5 | 22 | -2 | 10 | -1 | -22 | -17
COCCCNC(=S)NNC(=O)c1cccnc1 | -6 | -14 | 0.8 | 7 | -9 | 29 | -11 | -2 | 9 | 4
O=C1CC(NS(=O)(=O)c2cc(F)ccc2F)CN1c1ccc2c(c1)OCCO2 (stereo unspecified) | / | 1 | -0.1 | 2 | -11 | 20 | 3 | 1 | 11 | -8
N#Cc1ccccc1NC(=S)NC(=O)c1cccs1 | -3 | -13 | -2.4 | -9 | 7 | -12 | -27 | / | -7 | -6
Cc1ccc(C)c(NC(=O)c2cc(-c3ccccc3O)n[nH]2)c1 | 1 | -11 | -0.7 | 56 | 6 | 9 | -1 | -6 | -6 | -8

A different layout for 3 compounds above.
SMILES	CAL PDZ FP-1	PvdQ inh	CAL PDZ FP-2	MITF TRPM1 HTS	SR-BI HDL uptake	PfHsp90 yeast 2	Rtt109 Vps75	NSD2 inh	SR-BI DiI-HDL act	dFosB activator
CC[C@@H](C)C(C(=O)N1CCN(C(=O)OC(C)(C)C)CC1)n1cc(-c2cn([C@@H](C)C(=O)N3CCN(C(=O)OC(C)(C)C)CC3)nn2)nn1 (stereo partly specified)	-3	1	0.1	-3	6	-18	-7	/	-6	-4
COC(=O)c1[nH]c2cccc(OC)c2c1NC(=O)CCN1CC(C)CC(C)C1 (stereo unspecified)	-8	-15	/	-3	-12	9	-5	0	12	-3
O=C(OCC(=O)N1CCc2ccccc21)[C@@H]1CC(O)CN1S(=O)(=O)c1ccc(Cl)cc1 (stereo partly specified)	-2	-12	-2.3	-7	10	/	-2	-1	-10	-9

Back to the main list, repeating the 3 entries before the break.
SMILES | CAL PDZ FP-1 | PvdQ inh | CAL PDZ FP-2 | MITF TRPM1 HTS | SR-BI HDL uptake | PfHsp90 yeast 2 | Rtt109 Vps75 | NSD2 inh | SR-BI DiI-HDL act | dFosB activator
O=C1CC(NS(=O)(=O)c2cc(F)ccc2F)CN1c1ccc2c(c1)OCCO2 (stereo unspecified) | / | 1 | -0.1 | 2 | -11 | 20 | 3 | 1 | 11 | -8
N#Cc1ccccc1NC(=S)NC(=O)c1cccs1 | -3 | -13 | -2.4 | -9 | 7 | -12 | -27 | / | -7 | -6
Cc1ccc(C)c(NC(=O)c2cc(-c3ccccc3O)n[nH]2)c1 | 1 | -11 | -0.7 | 56 | 6 | 9 | -1 | -6 | -6 | -8
Cc1ccn2c(CNCC3OCCc4ccccc43)c(C(=O)N3CCCCCC3)nc2c1 (stereo unspecified) | -2 | -13 | -2.7 | 0 | 8 | -2 | / | 7 | -8 | -3
CN(C(=O)COC(=O)COc1ccc2c(c1)CCC2)c1c(N)n(Cc2ccccc2)c(=O)[nH]c1=O | -3 | -10 | 1.0 | 5 | -23 | 1 | 3 | / | 23 | -18
O=C(Nc1nccs1)c1cccc2ccccc12 | -4 | 2 | -0.9 | -13 | -3 | -7 | 7 | 20 | 3 | -1
COC(=O)C1CCN(C(=O)Cn2nnc(-c3cccc(F)c3)n2)CC1 | -4 | 12 | -1.0 | 2 | 7 | 1 | -10 | 2 | -7 | 2
COc1cc(NC(=O)COc2cc(C)cc3oc(=O)c(C)c(C)c23)cc(OC)c1OC | -1 | 4 | 0.5 | -13 | 10 | -72 | 18 | -3 | -10 | 5
Cc1ccc(Nc2ncnc3c2cnn3C)c(C)c1 | / | -12 | -0.4 | -18 | 6 | 13 | -4 | 0 | -6 | -11
O=C(NC(=S)Nc1ccccc1Br)c1cccnc1 | -7 | -13 | 0.5 | / | 1 | -3 | -1 | -3 | -1 | -6
COc1cccc(NC(=O)Nc2nnc(-c3ccccc3SCc3ccccc3)s2)c1 | -2 | -4 | -1.1 | -14 | 47 | -21 | 1 | -1 | -47 | ?
CC(C)CCNC(=O)C(c1ccncc1)N(C(=O)Cn1nnc(-c2ccc(F)cc2)n1)c1ccccc1F (stereo unspecified) | -1 | -10 | -1.3 | 3 | 18 | 22 | -7 | 5 | -18 | -1
O=C(Nc1cccn(Cc2cccc(F)c2)c1=O)NC1CCCCC1 | / | -13 | 0.0 | 8 | -4 | -1 | -4 | 1 | 4 | -8
CCCCn1c(N)c(N(CCOC)C(=O)c2ccc(S(=O)(=O)N3CCCCC3)cc2)c(=O)[nH]c1=O | 2 | -6 | -1.3 | 6 | -14 | -28 | 0 | 2 | 14 | -3
O=C(COc1ccc(/C=N/NS(=O)(=O)c2ccccc2)cc1)N1CCOCC1 | / | 6 | -0.3 | 7 | -17 | -7 | 9 | -2 | 17 | -5
O=C1CCC2=C(CCCC2=O)N1 | 2 | -7 | -0.1 | -12 | -29 | 10 | -3 | -2 | 29 | -1
COc1cc(/C=N/NC(=O)CNc2n[nH]c(=O)[nH]c2=O)ccc1O | -4 | -5 | -0.2 | 2 | -19 | -43 | -13 | -1 | 19 | 2
CCSc1nc(N)c(C#N)c(-c2ccco2)c1C#N | -5 | -9 | -4.9 | 10 | 13 | -54 | -6 | -3 | -13 | -46
COc1cc(OC)cc(-c2nc3nc(C)c(CCC(=O)NCC(OC)OC)c(C)n3n2)c1 | -3 | -13 | -1.3 | -2 | 6 | -7 | -1 | 1 | -6 | -3
CCOC(=O)C1(CCCc2ccccc2)CCN(C2CCSCC2)CC1 | -1 | 12 | -3.0 | -16 | 12 | -10 | 23 | -1 | -12 | -6
Nc1nnc(SCC(=O)NN2C(=O)NC3(CCCCC3)C2=O)s1 | -1 | -1 | -3.3 | -7 | -51 | -11 | -1 | -4 | 51 | -3
COc1ccc(Cn2cc(C(=O)O)c(=O)c3ccccc32)cc1 | 4 | 18 | -0.2 | -13 | -11 | -4 | -2 | 2 | 11 | 0
CCc1ccc(NC(=O)c2cc(C(C)C)on2)cc1 | -3 | -10 | -1.2 | 78 | 1 | -1 | -21 | -6 | -1 | -2
O=C(NCC#CCOCc1ccccc1)c1ccccc1 | -3 | 12 | -0.4 | -5 | -21 | 4 | 5 | / | 21 | 2
COC(=O)c1[nH]c2ccccc2c1CN1CCOCC1 | -3 | -13 | / | -18 | 3 | -4 | -7 | -4 | -3 | 0
COc1ccc(-c2csc(NC(=O)C(CC(=O)O)N3CCOCC3)n2)cc1 (stereo unspecified) | -2 | 9 | / | 3 | 2 | -3 | -4 | -3 | -2 | -5
O=C(CN1C(=O)c2cccc([N+](=O)[O-])c2C1=O)OCC(=O)N1CCCCC1 | -4 | 5 | -2.9 | 5 | -30 | / | 5 | -3 | 30 | -3
O=C(CC1C(=O)NCCN1Cc1ccc(-c2ccccc2)cc1)NCc1ccncc1 (stereo unspecified) | -2 | -7 | -2.5 | 9 | 1 | 13 | -1 | 2 | -1 | -2
Cc1cc(C)n2nc(C(=O)NCc3ccco3)cc2n1 | 28 | 3 | -0.9 | -4 | -3 | -22 | 3 | / | 3 | -2
O=C(COc1ccc2c(c1)oc(=O)c1ccccc12)NCCN1CCOCC1 | / | -13 | 0.0 | -4 | / | 4 | -3 | 5 | / | -27
CC(NC(=O)C(C)N1CCN(Cc2ccccc2)CC1)c1ccccc1 (stereo unspecified) | -1 | -10 | -2.4 | -7 | -16 | -9 | -7 | -1 | 16 | 0
O=C(N[C@@H](Cc1ccccc1)C(=O)OCc1ccccc1)c1nc[nH]c1C(=O)NC(c1ccccc1)c1ccccc1 | 0 | -2 | -0.1 | -5 | 13 | -8 | 0 | / | -13 | 2
CCOC(=O)Cn1c2c(c(-c3ccccc3OC)cc1=O)CCCC2 | / | -17 | -2.5 | 2 | 39 | 15 | 4 | 2 | -39 | -19
CCOc1ccccc1NC(=O)Cn1nnc(C(=O)Nc2ccc(C)cc2)c1N | -8 | -2 | 0.8 | -4 | 60 | -2 | 4 | -7 | -60 | -4
